IMP-1 inh: blocks Pseudomonas aeruginosa IMP-1 metallo-beta-lactamase | AID 1556 | purified IMP-1, nitrocefin hydrolysis, epi-absorbance fluorescence | inhibition, % at 5.6 µM | hit rate 0.45% among 290,000;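 active = inhibition above the mean plus 3 SD of all compounds in the same screening run, cut at about 4.5% in these data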;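 also: 0% = IMP-1 with DMSO and 100% = DMSO wells lacking enzyme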
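System: purified recombinant IMP-1 beta-lactamase. Medium: Zinc- and detergent-supplemented HEPES buffer, pH 7.1. Compound: one 5.6 µM dose […]. Schedule: 15 min preincubation plus 25 min reaction at 25 °C. Technique: Epi-absorbance fluorescence, 480 nm excitation, 530 nm emission.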
UBC9 SUMO inh: SUMOylation inhibition; P63279; HTRF SUMOylation assay, SAE1/SAE2 + UBC9, in vitro; inhibition, % at 35 µM; hit rate 0.36% among 290,000; AID 2006; in the data active = inhibition above about 50%, passing the limit was not always enough; inconclusive = no clear call, values can overlap the other calls; also: strong numbers were not always called active
DNA FID counter: counter-screen for HCV NS3 helicase inhibitors: DNA intercalator displacement. DNA fluorescent intercalator displacement, fluorescence. inhibition, % at 7.9 µM. hit rate 0.17% among 290,000. AID 1845; in the data active = inhibition above about 37%;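 also: 0% = vehicle and 100% = reference compound; higher means more ethidium bromide displaced from hairpin DNA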
MEKK3 PB1 HTS: MEKK3-MEK5 PB1 interaction, increase or decrease | bead-based flow cytometry, Alexa488-MEK5 binding to MEKK3; actives lie on both sides; 0 = blocked by unlabeled MEK5, 100 = vehicle | binding response (% of control), % at 10 µM | hit rate 1.4% among 290,000;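 active = binding response more than 3 SD above or below the average of its plate-row segment, actives on both sides; inconclusive = wells at one plate position flagged as instrument error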;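 also: Alexa488 bead fluorescence after subtracting the streptavidin-only scavenger bead signal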
PHOSPHO1 block: blocks human PHOSPHO1 phosphatase activity. inhibition, % at 13.3 µM. recombinant PHOSPHO1, absorbance phosphatase assay. hit rate 1.1% among 290,000. Q8TCT1; in the data active = inhibition above about 60%
HCV NS3 hel inh: HCV NS3 helicase inhibition; NS3 helicase DNA unwinding, Cy5 molecular beacon fluorescence; inhibition, % at 10.9 µM; hit rate 0.56% among 290,000; AID 1800;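 active = inhibition above the mean of all tested compounds plus 3 SD, set per campaign, cut at about 35% in these data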;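 also: 0% = DMSO wells and 100% = thioflavine S control wells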
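Compound dosing – single dose, 10.9 µM nominal final, DMSO 0.8% final · System – NS3 helicase fragment of HCV · Buffer or medium – MOPS pH 6.5, MgCl2, DTT, Tween20, BSA · Signal – Cy5 beacon fluorescence read at start and 1 h · Also added – annealed dual-labelled DNA beacon duplex, ATP-started · Schedule – 1 h at 25 °C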
IDE cell activ: boosts human insulin-degrading enzyme activity in HEK cells. hit rate 0.073% among 340,000. activation, % at 5.96 µM. AID 493087. FAbeta-B cleavage, fluorescence polarization; 0% vehicle, 100% cell-free pure enzyme wells. P14735;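 active = activation above the mean of all tested compounds plus 3 SD, set per screening campaign, cut at about 17% in these data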
Target sequence (P14735 whole entry, looked up): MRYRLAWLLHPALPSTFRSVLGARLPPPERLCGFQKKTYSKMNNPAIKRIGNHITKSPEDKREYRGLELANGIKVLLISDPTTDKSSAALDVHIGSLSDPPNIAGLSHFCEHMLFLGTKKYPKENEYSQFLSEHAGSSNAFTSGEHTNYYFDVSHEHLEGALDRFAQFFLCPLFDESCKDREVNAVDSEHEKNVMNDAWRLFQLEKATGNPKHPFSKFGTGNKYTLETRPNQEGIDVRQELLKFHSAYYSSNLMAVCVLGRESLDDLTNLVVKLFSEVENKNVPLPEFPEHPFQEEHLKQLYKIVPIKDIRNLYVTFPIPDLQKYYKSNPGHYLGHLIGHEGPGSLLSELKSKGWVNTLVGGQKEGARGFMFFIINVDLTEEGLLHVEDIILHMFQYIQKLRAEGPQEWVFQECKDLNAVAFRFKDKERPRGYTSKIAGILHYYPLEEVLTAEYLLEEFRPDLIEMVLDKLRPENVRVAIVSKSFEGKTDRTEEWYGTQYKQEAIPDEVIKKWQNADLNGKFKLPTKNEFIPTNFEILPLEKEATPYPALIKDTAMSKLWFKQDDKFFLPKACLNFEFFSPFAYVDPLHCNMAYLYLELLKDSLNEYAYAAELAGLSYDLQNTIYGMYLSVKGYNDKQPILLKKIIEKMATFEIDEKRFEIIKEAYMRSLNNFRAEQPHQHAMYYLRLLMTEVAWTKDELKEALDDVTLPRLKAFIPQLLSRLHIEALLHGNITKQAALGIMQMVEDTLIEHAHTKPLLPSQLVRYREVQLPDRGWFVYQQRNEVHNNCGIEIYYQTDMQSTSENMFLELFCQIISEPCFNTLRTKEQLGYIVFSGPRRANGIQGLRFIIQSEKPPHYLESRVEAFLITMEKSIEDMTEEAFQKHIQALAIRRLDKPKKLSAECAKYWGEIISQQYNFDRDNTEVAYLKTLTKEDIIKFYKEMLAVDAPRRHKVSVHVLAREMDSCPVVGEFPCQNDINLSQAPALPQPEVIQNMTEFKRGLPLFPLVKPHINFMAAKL
VIM-2 inh: blocks Pseudomonas aeruginosa VIM-2 metallo-beta-lactamase; AID 1527; purified VIM-2, nitrocefin hydrolysis, epi-absorbance fluorescence; inhibition, % at 5.6 µM; hit rate 0.89% among 290,000;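 active = inhibition above the mean of all tested compounds plus 3 SD, cutoff set per screening run, cut at about 7.5% in these data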;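 also: red hydrolysis product quenches plate fluorescence so inhibitors raise well fluorescence; 0% = enzyme with DMSO and 100% = DMSO without enzyme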
p-CIP stab down: p/CIP protein destabilization; Q05BA5; F442A p/CIP-EGFP cells, EGFP fluorescence, 16 h; decrease of EGFP signal, % at 10 µM; hit rate 0.01% among 290,000; AID 1984;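 active = EGFP signal decrease of at least 30% at 10 µM or well 3 SD below plate mean, unless failing retest; inactive = the rest, including hits failing retest or dose response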; also: some compounds called inactive have numbers as strong as hits; many of its hits are not listed in these tables
Active calls of the source: *; ? = inconclusive; · = not tested or not shown.

SMILES	IMP-1 inh	UBC9 SUMO inh	DNA FID counter	MEKK3 PB1 HTS	PHOSPHO1 block	HCV NS3 hel inh	IDE cell activ	VIM-2 inh	p-CIP stab down
Cc1ccc(S(=O)(=O)N(C)c2ccc(C(=O)N3CCCCC3)cc2)cc1	-0.5	12	-24	95	22	-1	7	-2.8	-5
COc1cc(C(Nc2ccccn2)c2c(NC(=O)c3ccco3)sc(C)c2C)cc(OC)c1OC (stereo not given)	-1.5	-4	-8	98	-13	3	1	-1.1	5
Cc1ccc[n+](CC(=O)c2ccccc2)c1	-2.3	10	-3	105	-48	-5	·	-4.9	0
CC(NC(=O)Nc1ccccc1)C(c1cccs1)N1CCOCC1 (stereo not given)	-3.3	5	-15	107	-15	16	7	-3.0	-2
O=C(O)c1ccc(/C=N/Nc2ncc(C(F)(F)F)cc2Cl)cc1	-2.4	6	-2	99	15	3	3	-3.0	5
Cc1ccc(NC(=O)CSc2nnnn2-c2cccnc2)c(C)c1	-0.9	-4	-5	97	31	-1	3	-0.7	-13
COc1ccc(C(=O)C2CCCN(C(=O)C3=CCCC3)C2)c(C)c1 (stereo not given)	-1.7	16	-15	103	10	5	0	-2.9	-12
Nc1ccccc1S(=O)(=O)C(F)F	-3.0	28	-14	100	32	-14	-5	-3.1	-2
O=C(NC1CCCCC1)c1ccc(CS(=O)Cc2ccccc2Cl)o1 (stereo not given)	-3.2	-3	-38	100	37	-14	-1	-1.5	-6
Cc1cc(C)n2ncc(C(=O)NCc3cccnc3)c2n1	-1.4	32	0	105	-51	-4	0	3.9	6
CCOC(=O)C1(Cc2ccccc2)CCN(Cc2cnn(C(C)C)c2)CC1	-0.6	15	6	100	54	11	2	-1.1	-3
Cc1ccccc1C(=O)c1c[nH]c(C(=O)NCCc2ccccn2)c1	-2.1	17	-16	104	-9	7	4	-1.5	3
COc1cc(C(=O)Nc2ccc3c(c2)C(=O)N(CCC(=O)O)C3=O)cc(OC)c1OC	-1.5	-4	-13	104	-6	-4	1	-2.2	3
CN(C1CCS(=O)(=O)C1)S(=O)(=O)c1ccccc1 (stereo not given)	-3.9	12	2	107	12	1	1	-3.0	3
COc1c(C)cc(S(=O)(=O)NCCN2CCOCC2)c(C)c1C	-1.9	-7	-3	99	35	6	1	-1.8	8
O=C(O)c1cc(NCc2ccccc2)ccc1N1CCOCC1	-5.5	22	-3	102	-64	-3	-2	-5.7	-13
Cc1nn(C)cc1/C=N/NC(=O)c1ccco1	-3.1	12	-4	101	7	1	4	-4.4	-5
Cc1ccccc1NC(=O)Cn1cccc1	-1.7	10	2	101	3	-8	-6	-1.2	-6
Cc1ccnc(NC(=O)c2ccc(Cl)cc2Cl)n1	-4.0	16	12	96	-3	-12	·	-4.2	-9
CC(=O)c1ccc(NC(=S)N(C)C2CCN(C)CC2)cc1	-5.1	16	3	96	10	2	5	1.5	0
COC(=O)c1ccc(N2C(=O)CC(N3CCOCC3)C2=O)cc1 (stereo not given)	-1.0	11	0	90	1	1	2	-1.7	2
Cc1ccc(/C=N/NC(=O)c2c[nH]c3ccccc23)s1	-1.4	9	-5	103	19	-2	7	-2.4	-2
Cc1ccc(CNCC(=O)Nc2ccc(C)cc2Br)cc1	-3.6	-1	-7	100	-23	-5	4	-4.4	-11
O=C(Nc1ccccc1O)c1ccc2c(c1)C(=O)N(Cc1ccco1)C2=O	-0.7	22	-9	97	22	12	4	-0.9	-12
C1CCN=C(NC23CC4CC(CC(C4)C2)C3)CC1	-3.1	5	1	99	0	-4	·	-4.3	2
O=C(N/N=C\c1c(F)c(F)c(F)c(F)c1F)c1ccc(-c2ccccc2)cc1	-1.4	15	-14	103	31	24	5	-2.7	-3
O=C(N/N=C/c1ccc(F)cc1)c1cc(-c2ccc3c(c2)OCO3)n[nH]1	-2.7	20	-7	106	-11	-8	0	-2.2	-2
COc1cccc(-n2c(=O)c3c(C)c(C(=O)N(C)C)sc3n(CC(=O)NCC3CCCO3)c2=O)c1 (stereo not given)	1.6	9	-10	71	-16	-1	7	-2.5	1
COC(=O)C1=C(N)Oc2c(oc(CO)cc2=O)C1c1c(F)cccc1Cl (stereo not given)	0.9	-1	-8	89	-20	2	7	-1.6	10
CN(Cc1ccccc1)C(=O)COc1cc(=O)n(C)c2ccccc12	-3.4	18	-17	101	0	-8	5	-1.8	-6
C/C(=N/NC(=O)CNC(=O)Cc1ccccc1)c1ccc(Cl)cc1	-4.2	6	-12	108	12	12	·	-3.9	0
O=C(CN(Cc1ccccc1)S(=O)(=O)c1ccc(F)cc1)NCCC1=CCCCC1	-5.2	-36	-8	102	15	-1	6	-3.0	11
Cc1ccc(S(=O)(=O)N2CCC(C(=O)N/N=C/c3cccnc3)CC2)cc1	-0.4	22	-21	99	2	-3	-5	-2.1	-2
COCCCN1C(=O)c2ccc(C(=O)N3CCN(c4ccc(OC)cc4)CC3)cc2C1=O	-1.2	-6	-41	103	48	5	0	-1.3	2
O=c1cc(N=Nc2ccc(Cl)cc2)[nH]c(=O)[nH]1	-3.7	14	0	93	46	5	-1	-2.3	-8
COc1cccc(C(=O)C2CCCN(C(=O)CCC3=NNC(=O)CC3)C2)c1 (stereo not given)	1.1	11	-10	98	43	7	3	-1.9	-4
O=C1CC(Sc2ncccn2)C(=O)N1c1ccccc1 (stereo not given)	-1.1	-17	0	104	22	-4	0	-0.1	-5
Cc1ccc(-c2cc(C(=O)N3CC4(C)CC3CC(C)(C)C4)no2)cc1 (stereo not given)	-1.5	-15	-12	103	15	-3	-1	-0.4	-4
O=C(O)CN1C(=O)/C(=C\c2ccccc2OCc2ccc(F)cc2)SC1=S	0.8	2	2	102	18	-5	3	0.3	6
COc1ccccc1NC(=S)NNC(=O)c1ccccc1	-2.0	·	-2	76	·	5	2	-2.0	·
COc1cc(C(=O)NCCN2CCCC2)cc(OC)c1OC	-3.7	-14	1	98	-13	1	-1	-2.9	-5
CC1(CC(=O)N/N=C/c2cc3c(cc2Br)OCO3)OCCO1	-5.6	-2	-1	99	-18	-1	4	-5.9	-2
CC(C)CCNC(=O)CCCCn1c(=O)[nH]c2ccsc2c1=O	-1.9	21	-8	101	23	-2	-9	-2.0	2
COc1ccc(COc2ccccc2C(=O)Nc2ccccn2)cc1[N+](=O)[O-]	-1.5	3	1	104	-21	3	5	-0.7	-2
O=C(NC(NCCCN1CCOCC1)(C(F)(F)F)C(F)(F)F)C1CCCCC1	-2.0	-43	5	95	11	1	6	0.1	-6
Nc1ccc(-c2nc3ccc(N)cc3o2)cc1	-3.4	?	1	100	9	8	0	-1.3	-15
CCCCCCn1cnc2c(oc3nc4c(cc32)CCCC4)c1=O	-0.5	3	-5	98	4	-12	5	-0.5	3
CCCCOC(=O)C1[C@H]2C(=O)N(c3ccccc3CC)C[C@]23C=C[C@H]1O3 (stereo not given in full)	-1.0	13	-15	99	0	5	5	0.5	-9
CCC(C)(C)NC(=O)C(C(C)C)N(CC1CCCO1)C(=O)CNS(=O)(=O)c1ccccc1 (stereo not given)	-4.8	-13	-39	102	23	-9	-3	-3.9	-8
CCC1=C(c2ccc(C)cc2)S(=O)(=O)N=C1N1CCC(C(=O)NCCCN2CCCCC2)CC1	-2.5	11	10	100	15	-16	1	-0.7	-3
CCN(CC)CCNC(=O)Cn1c(=O)c2cccn2c2ccc(F)cc21	-2.0	8	1	108	38	-4	-3	-1.8	-3
COc1ccccc1Nc1nc(N)nc(CSC(=S)N2CCCCC2C)n1 (stereo not given)	1.0	-38	-16	114	-34	-11	5	-1.6	-18
Cn1c(C(=O)NCCN2CCc3ccccc3C2)cc2c(=O)[nH]c3ccccc3c21	-0.6	27	-2	110	21	-18	-9	6.1	-14
CCn1c(=O)cc(C(=O)OC)sc1=Nc1ccc(F)c(F)c1	-2.3	12	0	99	-3	-8	0	-0.9	-4
Cc1nc(SCc2ccccc2F)c2oc3ccccc3c2n1	-1.9	14	-4	100	-12	6	1	-0.5	-4
CN(Cc1c(F)cccc1Cl)c1nnnn1-c1ccccc1	-1.6	8	-23	98	7	-9	-2	-1.3	-7
CCCS(=O)(=O)c1nc(S(=O)(=O)c2ccc(C)cc2)c(NCc2ccccn2)s1	-2.4	-7	-16	102	-15	-11	-2	-3.0	-2
Cc1[nH]nc(SCC(=O)N2CCCCCC2)c1[N+](=O)[O-]	-3.6	1	3	106	20	7	4	-1.8	-7
CC1CCCN(C(=O)CN2C(=O)CSc3ccc(S(=O)(=O)N4CCOCC4)cc32)C1 (stereo not given)	0.3	·	-21	101	41	-1	4	-7.6	4
COc1ccc(CCn2c(C)nc3c(c(=O)c4ccccc4n3C)c2=O)cc1	-3.7	10	-8	120	-7	-7	-3	-2.7	-2

Compounds above that contain two or more sulfur atoms, in the order listed:
SMILES	IMP-1 inh	UBC9 SUMO inh	DNA FID counter	MEKK3 PB1 HTS	PHOSPHO1 block	HCV NS3 hel inh	IDE cell activ	VIM-2 inh	p-CIP stab down
CN(C1CCS(=O)(=O)C1)S(=O)(=O)c1ccccc1 (stereo not given)	-3.9	12	2	107	12	1	1	-3.0	3
O=C(O)CN1C(=O)/C(=C\c2ccccc2OCc2ccc(F)cc2)SC1=S	0.8	2	2	102	18	-5	3	0.3	6
COc1ccccc1Nc1nc(N)nc(CSC(=S)N2CCCCC2C)n1 (stereo not given)	1.0	-38	-16	114	-34	-11	5	-1.6	-18
CCCS(=O)(=O)c1nc(S(=O)(=O)c2ccc(C)cc2)c(NCc2ccccn2)s1	-2.4	-7	-16	102	-15	-11	-2	-3.0	-2
CC1CCCN(C(=O)CN2C(=O)CSc3ccc(S(=O)(=O)N4CCOCC4)cc32)C1 (stereo not given)	0.3	·	-21	101	41	-1	4	-7.6	4

(more compounds)
SMILES	IMP-1 inh	UBC9 SUMO inh	DNA FID counter	MEKK3 PB1 HTS	PHOSPHO1 block	HCV NS3 hel inh	IDE cell activ	VIM-2 inh	p-CIP stab down
Cn1c(C(=O)NCCN2CCOCC2)cc2c(=O)n(C)c3ccccc3c21	-3.0	24	1	99	-9	5	6	13*	-5
CCN(Cc1nc(-c2ccc(OC)c(OC)c2)no1)C(=O)c1ccc2c(c1)OCO2	-1.4	5	-29	99	-12	0	0	-1.7	0
Cc1ccc(S(=O)(=O)N2CCN(c3ccccc3)CC2)c(C)c1	0.1	-12	-29	103	-8	-2	3	1.7	-5
CCc1nc(N)c(C#N)c(-c2ccco2)c1C	-2.8	2	-1	102	22	-2	4	5.0	3
Cc1cccc(N2CCN(S(=O)(=O)c3ccc4c(c3)CCC(=O)N4)CC2C)c1 (stereo not given)	-0.8	3	3	100	3	-2	6	-3.0	3
COCCCNc1nc2nonc2nc1N1CCN2CCCC2C1 (stereo not given)	-3.1	17	-2	100	28	3	3	-2.6	3
COc1ccc(-c2nc(CN3CCN(C(=O)c4ccco4)CC3)c(C)o2)c(OC)c1C	0.6	9	-38	101	14	-5	3	-2.8	8
CCOC(=O)c1ccc(-n2c(C)nc3ccc(Br)cc3c2=O)cc1	-3.9	-7	-8	98	5	2	-1	-1.6	-7

Screening results (PubChem BioAssay)

Not all compounds are listed (hit frequency here may not be typical).
